D2 antag = D2 dopamine receptor (human) antagonism; AID 485344; inhibition, % at 10 µM; actives 2% (n = 340,000); HEK293 TREx D2 cells, calcium flux, dopamine EC80; P14416; in the data active means inhibition above about 30%; further: 0% is about no effect
Target sequence (P14416 whole entry, looked up): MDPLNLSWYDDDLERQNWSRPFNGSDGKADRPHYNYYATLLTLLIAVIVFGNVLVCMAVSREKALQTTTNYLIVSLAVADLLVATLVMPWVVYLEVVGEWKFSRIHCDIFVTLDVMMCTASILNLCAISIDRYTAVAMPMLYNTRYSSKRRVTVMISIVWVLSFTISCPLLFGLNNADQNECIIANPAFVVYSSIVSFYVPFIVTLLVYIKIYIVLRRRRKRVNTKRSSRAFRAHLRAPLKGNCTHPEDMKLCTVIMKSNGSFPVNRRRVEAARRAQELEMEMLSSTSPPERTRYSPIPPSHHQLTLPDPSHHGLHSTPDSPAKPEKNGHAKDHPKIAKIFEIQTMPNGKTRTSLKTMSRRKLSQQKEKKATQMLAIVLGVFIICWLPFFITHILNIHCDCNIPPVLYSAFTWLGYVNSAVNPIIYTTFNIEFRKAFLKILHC
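Inhibition of EC80 dopamine-driven calcium flux, recorded kinetically, defines activity here; cells are a tetracycline-induced HEK293 T-REx line expressing force-coupled D2.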
D1 potentiator = enhances dopamine response at the human D1 receptor | actives 0.036% (n = 360,000) | potentiation, % at 10 µM | HEK293 TREx D1 cells, calcium flux, dopamine EC20 potentiation | AID 504651 | P21728; in the data active means potentiation above about 30%; further: 0% is about no effect
Target sequence (P21728 whole entry, looked up): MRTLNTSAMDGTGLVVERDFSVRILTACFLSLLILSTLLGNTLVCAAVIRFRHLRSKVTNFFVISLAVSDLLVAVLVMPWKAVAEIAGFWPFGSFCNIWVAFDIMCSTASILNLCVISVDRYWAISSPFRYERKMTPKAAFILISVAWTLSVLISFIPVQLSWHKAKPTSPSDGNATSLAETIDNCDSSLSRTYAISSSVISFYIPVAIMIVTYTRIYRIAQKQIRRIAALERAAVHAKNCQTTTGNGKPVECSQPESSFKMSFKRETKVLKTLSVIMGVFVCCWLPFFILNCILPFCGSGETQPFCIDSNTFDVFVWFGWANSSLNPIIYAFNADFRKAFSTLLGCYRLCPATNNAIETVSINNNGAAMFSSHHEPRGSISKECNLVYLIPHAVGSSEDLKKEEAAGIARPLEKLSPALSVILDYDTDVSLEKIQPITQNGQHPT
D1 antagonist = blocks dopamine activation of the human D1 receptor | P21728 | HEK293 TREx D1 cells, calcium flux, dopamine EC80; active compounds read low | activity change, negative = inhibition, % at 10 µM | actives 3.2% (n = 360,000) | AID 504652; in the data active means activity change below about -30%; further: on the % scale 0 is the no-effect control and ±100 the full control effect
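Compound effects on dopamine-evoked calcium signalling were measured in tetracycline-induced HEK293 Trex D1 cells. Dopamine at EC80 followed a 180 s compound pre-read, and fluorescence was tracked kinetically for 180 s more.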
D1 ag = activates the human D1 dopamine receptor; HEK293 T-REx D1 cells, calcium flux, agonist mode; P21728; actives 1% (n = 360,000); activation, % at 2 µM; AID 504660; further: 0% is about no effect
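Tetracycline-induced HEK293 TREx D1 cells, force-coupled to calcium signalling, were dye-loaded with a no-wash calcium kit. Compound was pin-added after a 10 s baseline. Fluorescence was read kinetically at 1 cycle/s for 180 s, with calcium rises flagged as agonism.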
TRHR ag = activates the human TRH receptor; actives 0.18% (n = 360,000); AID 493084; TRHR cells, calcium flux fluo-8, FDSS agonist mode; activation, % at 2 µM; further: 0% is about no effect
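Fluo-8-loaded TRHR cells; 10 s baseline, compound added, kinetic Ca2+ fluorescence read 1/s, agonist mode.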
D2 ag = agonists of human D2 dopamine receptor; P14416; HEK293 T-REx D2 cells, calcium flux agonist mode; activation, % at 2 µM; actives 0.53% (n = 340,000); AID 485358;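 active means activation over 3 SD above normal in the single-dose calcium agonist read, cut at about 30% in these data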; further: 0% is about no effect
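In this primary screen, compounds producing a positive calcium signal within 180 s of addition to tetracycline-induced, force-coupled HEK293 Trex D2 cells are flagged; cells are dye-loaded with a no-wash calcium kit beforehand.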
RXFP1 antag = RXFP1 (human) relaxin receptor antagonism; actives 0.59% (n = 350,000); activity change, negative = inhibition, % at 57.5 µM; Q9HBX9; HEK293-RXFP1, relaxin-stimulated cAMP HTRF, 30 min; active compounds read low;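 active means activity change of -60% or lower, but not beyond a set lower limit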; further: on the % scale 0 is the no-effect control and ±100 the full control effect
D2 PAM = positive allosteric modulators of human D2 dopamine receptor; P14416; HEK293 T-REx D2, calcium flux, EC20 dopamine potentiation; potentiation, % at 10 µM; actives 0.34% (n = 340,000);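 active means potentiation over 3 SD above the plate norm, cut at about 30% in these data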; further: 0% is about no effect
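Tetracycline-induced HEK293 T-REx cells force-coupled to calcium signalling expressed D2; compounds were pin-added after a 10 s baseline, read kinetically 180 s, then an EC20 dopamine challenge followed with a further 180 s calcium read.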
TRHR enhancer = TRH receptor (human) allosteric enhancement; AID 493056; actives 0.66% (n = 360,000); P34981; enhancement, % at 2 µM; TRHR cells, fluo-8 calcium fluorescence, EC20 TRH enhancement; in the data active means enhancement above about 30%; further: 0% is about no effect
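TRHR-expressing cells loaded with fluo-8 calcium dye were read kinetically (ex 480/em 530) during compound addition, then stimulated with an EC20 of TRH (10 nM final). Enhancement of the Gq-mediated intracellular calcium response was scored.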
Starred values were filed as active, the others as inactive; x = no result given. Unless noted, no stated cut-off is given here; in the data, active means activation above about 30%; inactive means the rest. Compounds as they come; overall some 7.1% were active at least once.

SMILES	D2 antag	D1 potentiator	D1 antagonist	D1 ag	TRHR ag	D2 ag	RXFP1 antag	D2 PAM	TRHR enhancer
CCc1ccc(NC(=O)c2ccc(-n3cncn3)c([N+](=O)[O-])c2)cc1	8	-6	7	2	-1.4	0.8	-21	-7	12
O=C(c1ccc(N2CCN(C(=O)c3ccccc3)CC2)cc1)c1cccc(F)c1	-7	-7	-11	3	-0.5	0.5	-15	5	-5
CCCCC1C2=C(CCCC2=O)OC2=C1C(=O)CCC2	x	-6	-9	2	-1.3	x	-9	x	2
CCOC(=O)[C@H]1[C@H]2COc3ccc(C)cc3[C@@H]2N2C(=O)CN(Cc3ccccc3)C(=O)[C@@]12C	1	2	x	-2	-0.2	-0.4	x	-3	-3
NS(=O)(=O)c1ccc(NC(=S)NC2CCCCCC2)cc1	8	-1	-2	3	0.7	2.8	-3	5	0
COCCN1C=C(C(=O)OC)C(c2ccccc2Cl)C(C(=O)OC)=C1	-6	-3	-7	0	-0.5	0.6	-16	6	6
O=C1c2ccc(Cl)cc2S(=O)(=O)c2cccc(C(=O)N3CCN(c4ncc(Br)cn4)CC3)c21	-5	0	20	1	-0.1	-0.1	x	-4	4
COc1ccccc1N1CCN(CC(O)COc2ccc3c(c2)OCO3)CC1 (stereo not drawn)	1	-3	30	10	-1.0	-0.5	-7	12	6
CCCOc1ccc(C(=O)NC(=S)Nc2nc(C)c(C(=O)N(C)C)s2)cc1	-6	-3	2	0	-1.0	-0.3	11	5	-5
CSc1ccc(C(=O)NCC(=O)O)cc1[N+](=O)[O-]	2	-3	0	1	0.1	0.8	13	-4	-6
COc1ccccc1C1NC(=O)c2n[nH]c(-c3cccs3)c21 (stereo not drawn)	x	0	24	1	-0.3	-0.7	x	9	20
COc1cc(/C=N/NC(=O)NC2CCCCC2)cc(OC)c1O	7	3	-1	1	-0.2	-0.4	18	15	2

Copied from the listing (12 entries):
SMILES	D2 antag	D1 potentiator	D1 antagonist	D1 ag	TRHR ag	D2 ag	RXFP1 antag	D2 PAM	TRHR enhancer
CCc1ccc(NC(=O)c2ccc(-n3cncn3)c([N+](=O)[O-])c2)cc1	8	-6	7	2	-1.4	0.8	-21	-7	12
O=C(c1ccc(N2CCN(C(=O)c3ccccc3)CC2)cc1)c1cccc(F)c1	-7	-7	-11	3	-0.5	0.5	-15	5	-5
CCCCC1C2=C(CCCC2=O)OC2=C1C(=O)CCC2	x	-6	-9	2	-1.3	x	-9	x	2
CCOC(=O)[C@H]1[C@H]2COc3ccc(C)cc3[C@@H]2N2C(=O)CN(Cc3ccccc3)C(=O)[C@@]12C	1	2	x	-2	-0.2	-0.4	x	-3	-3
NS(=O)(=O)c1ccc(NC(=S)NC2CCCCCC2)cc1	8	-1	-2	3	0.7	2.8	-3	5	0
COCCN1C=C(C(=O)OC)C(c2ccccc2Cl)C(C(=O)OC)=C1	-6	-3	-7	0	-0.5	0.6	-16	6	6
O=C1c2ccc(Cl)cc2S(=O)(=O)c2cccc(C(=O)N3CCN(c4ncc(Br)cn4)CC3)c21	-5	0	20	1	-0.1	-0.1	x	-4	4
COc1ccccc1N1CCN(CC(O)COc2ccc3c(c2)OCO3)CC1 (stereo not drawn)	1	-3	30	10	-1.0	-0.5	-7	12	6
CCCOc1ccc(C(=O)NC(=S)Nc2nc(C)c(C(=O)N(C)C)s2)cc1	-6	-3	2	0	-1.0	-0.3	11	5	-5
CSc1ccc(C(=O)NCC(=O)O)cc1[N+](=O)[O-]	2	-3	0	1	0.1	0.8	13	-4	-6
COc1ccccc1C1NC(=O)c2n[nH]c(-c3cccs3)c21 (stereo not drawn)	x	0	24	1	-0.3	-0.7	x	9	20
COc1cc(/C=N/NC(=O)NC2CCCCC2)cc(OC)c1O	7	3	-1	1	-0.2	-0.4	18	15	2

Going on with the list:
SMILES	D2 antag	D1 potentiator	D1 antagonist	D1 ag	TRHR ag	D2 ag	RXFP1 antag	D2 PAM	TRHR enhancer
CCCc1nc2c(c(=O)c3ccccc3n2C)c(=O)n1C1CCCCCC1	-4	-14	-8	190*	19	39*	-6	2	-10
Cc1ccc(-n2c(SCC(=O)Nc3ccc4c(c3)OCCO4)nnc2-c2ccco2)cc1	9	-9	8	4	-0.1	1.5	-15	12	6
O=C(CN1CCN(C(=O)CNC(=O)c2ccc3c(c2)OCO3)CC1)Nc1cccc(F)c1	-4	10	2	1	-0.8	-0.2	3	10	9
CCOC(=O)c1sc2ccccc2c1S(=O)(=O)Nc1ccc(N(C)C)cc1	x	-6	-1	3	-0.1	16	-15	-12	-9
COc1cccc(NC(=O)CSc2c(C)cnc3c2c(=O)n(C)c(=O)n3C)c1	x	-1	x	-5	-0.4	0.2	7	x	4
COc1ccc(CNC(=O)c2ccc(NC(=O)N3CCCCc4ccccc43)cc2)cc1	x	-4	4	0	-1.1	x	x	-6	7
COc1ccc(C23CC4CC(CC(C(=O)O)(C4)C2)C3)c(F)c1	-14	-7	-1	0	0.3	0.0	-12	-5	1
CCN(CC(=O)N1CCOCC1)S(=O)(=O)c1cc(Cl)ccc1Cl	-3	-1	-24	2	0.2	0.4	-11	0	-4
CCOc1ccc(N2C(=O)c3ccc(C(=O)OCc4c(C)noc4C)cc3C2=O)cc1	-19	-1	-17	3	-0.5	-1.4	-9	1	9
O=C(Nc1ccccc1)c1ccc(C(=O)Nc2ccccc2)nc1	12	-2	-9	2	0.6	0.9	-11	2	-4
Cc1ccc(CNC(=O)c2ccc3c(c2)N(Cc2ccccc2F)C(=O)c2ccccc2S3(=O)=O)cc1	x	-1	-5	7	0.8	1.3	x	5	1
CC(=O)N1CN(C2CC(C)(C)NC(C)(C)C2)Cc2c1sc1c2CCCC1	-3	2	17	0	0.8	4.4	-11	-4	5
O=C(CN1CCN(S(=O)(=O)c2ccc3ccccc3c2)CC1)N1CCc2ccccc2C1	-2	1	-7	0	-0.2	-0.3	2	8	5
Cc1ccc2c(c1)N(CC(=O)NCc1ccccc1Br)C(=O)c1cccnc1O2	x	3	11	-1	-0.7	-1.9	-16	3	4
O=C(c1ccc(CSc2nc3ccncc3n2Cc2cccc(F)c2)cc1)N1CCCCCC1	x	-3	-1	0	-0.7	1.5	-13	-13	-1
CCCC[n+]1ccn(-c2nc3ccccc3nc2[N-]S(=O)(=O)c2ccc(Br)cc2)c1	-7	1	-7	1	0.1	5.3	-2	-2	-3
CCOC(=O)c1ccc2c(c1)nc(C1CCN(S(=O)(=O)c3cccs3)CC1)n2CC	-5	-4	-11	14	0.6	0.6	-31	0	1
CCCCSCc1cc(C(=O)O)oc1C(C)(C)C	1	-7	x	0	0.6	-0.6	-7	-4	-7
CCOC(=O)c1ccc(NC(=O)N2CCN(C(=O)c3ccco3)CC2)cc1	-2	3	8	6	0.2	4.4	-6	-3	18
CN(CC(=O)Nc1ccc(F)c(F)c1F)C(=O)/C=C/c1ccc(Cl)cc1	4	-3	-13	1	-0.4	-0.6	15	12	1
O=C1Nc2ccccc2C12OCC(COc1ccc(Cl)cc1)O2 (stereo not drawn)	x	-15	-18	4	0.7	x	-11	x	8
CC1CN(C(=O)c2ccc(C(=O)c3ccccc3)cc2)CC(C)O1 (stereo not drawn)	10	1	-11	4	-0.3	-0.2	-8	-11	-8
O=C(NCc1ccccc1)c1cc(-c2cccc(Cl)c2)on1	x	0	6	4	0.4	x	-11	-13	-4
Cc1cccc(NC(=O)c2ccccc2OCC(=O)N2CCCC2)c1C	4	-9	-5	0	0.0	-0.7	x	6	12
O=C(c1ccc(Cl)nc1)N1CCN(S(=O)(=O)c2ccc(Cl)cc2)CC1	11	0	3	-1	-1.1	-0.6	-9	-3	0
O=C(CCl)Nc1cc(SCC(O)CO)cc([N+](=O)[O-])c1 (stereo not drawn)	7	4	-4	7	0.3	-1.2	-28	4	-3
COc1ccc(C[C@H]2CN3C(=NC[C@H]3C)N2CCNC(=O)c2ccc(C)c(Br)c2)cc1	18	-6	17	2	-0.4	0.0	x	-23	-2
O=C1C2(c3ccccc3)CN(CCO)CC1(c1ccccc1)CN(CCO)C2	-2	8	4	1	0.8	0.4	-4	1	3
O=C(O)c1ccc(N(c2ccccc2)c2ccccc2)cc1	x	-6	-26	0	0.0	x	-7	8	2
C=CCn1c(C(CC)CC(C)(C)O)n[nH]c1=S (stereo not drawn)	29	6	10	10	0.3	0.3	-7	12	2
CCN(CCCNC(=O)c1ccc(Sc2ccc(F)cc2)c(NC(C)=O)c1)c1ccccc1	x	-1	9	3	-0.9	x	-26	14	2
O=C(O)CCC(=O)NN1C(=O)c2ccccc2NC1c1ccc(F)cc1 (stereo not drawn)	-5	-1	22	2	0.4	0.8	-2	-2	5
COc1cc(C(=O)Oc2c(Sc3ccccc3)c(C)nn2-c2ccccc2)cc(OC)c1OC	x	1	-6	0	-0.3	x	x	13	1
COc1ccc(/C=C2\SC(=S)N(CCCC(=O)NNC(=O)c3ccccc3O)C2=O)cc1	-19	-2	-1	3	0.0	0.6	8	-6	11
Cc1csc(NC(=O)CSc2nnc3ncccn23)n1	11	-3	-4	2	-0.2	1.6	4	4	-5
CCNC(=S)N(CCN(C)C)Cc1cc2cc(OCC)ccc2[nH]c1=O	-11	-6	-4	2	2.0	1.0	-9	4	2
C/C(=N\NC(=O)c1csc(C)c1C)c1ccc(C)s1	13	-3	-3	1	-0.5	-2.8	x	-3	17
O=C(Cn1c(=O)n(Cc2ccco2)c(=O)c2ccccc21)Nc1cccc(Cl)c1	-4	-4	-20	-2	0.8	-0.5	x	2	-6
COc1ccc(CN2CCN(c3nc4ccccc4s3)CC2)cc1	4	7	4	-1	0.8	-0.3	-3	2	1
Cc1ccc(S(=O)(=O)Cc2ccc(C(=O)N3CCC(C)CC3)cc2)cc1	-1	0	-13	27	-0.5	1.1	3	0	-6
O=C(Nc1ccc2c(c1)CCC2)c1ccccc1	-6	-7	8	2	0.2	-0.8	x	12	0
O=C(c1ccc(COc2ccccc2Br)cc1)N1CCCCC1	8	-6	2	6	0.7	0.5	-33	-1	-6
Cc1ccc(/C(C#N)=C\c2cn(C)c3ccccc23)cc1	-8	-3	20	5	-1.3	-0.2	x	4	0
C/C(=N/NC(=O)C(C)n1nc(C)c([N+](=O)[O-])c1C)c1ccc(OCC(N)=O)cc1 (stereo not drawn)	-6	-6	6	-1	0.5	0.4	-17	9	1
Nc1ccccc1CNc1nc(NCCO)nc2c1ncn2CCN1CCOCC1	-9	2	-23	3	-0.8	0.3	x	4	4
